# SKBR3 24h inh: SK-BR-3 proliferation inhibitors. SK-BR-3 viability, CellTiter-Glo ATP luminescence, 24 h; hits give low values. viability, % at 10 µM. actives 0.47% (n = 41,000). AID 847;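 active = viability at or below the median of all test compounds minus 3 SD, in both replicates if run twice, cut at about 45% in these data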;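 note: 100% = median untreated cell wells and 0% = median positive control drug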
# * = called active by the depositor.
SMILES,SKBR3 24h inh
CCCCC1(CC)C(=O)NC(=O)NC1=Nc1ccc(OC)cc1 (stereo unspecified),144.0
COc1ccc(C(CC(=O)O)NC(=O)COc2ccccc2)cc1OC (stereo unspecified),82.8
COc1cc(Cl)c(S(=O)(=O)N2CC(C)OC(C)C2)cc1Cl (stereo unspecified),76.1
O=C(Cc1ccc(-n2cccc2)cc1)N1CCN(c2ccccc2F)CC1,75.6
CCCn1c(SCC(=O)Nc2cccc(C(=O)OC)c2)nnc1-c1cccnc1,105.5
Cc1cc(=O)oc(C)c1C(=O)N1CCN(C(c2ccccc2)c2ccccc2)CC1,96.1
COc1ccccc1N1CCN(Cc2nc(N)nc(Nc3ccc(C)cc3)n2)CC1,77.0
N#Cc1cc2c(=O)n3ccccc3nc2n(Cc2cccnc2)c1=O,80.2
CS(=O)(=O)N1CCC(C(=O)N2CCC(Cc3ccccc3)CC2)CC1,102.2
COc1ccc(-c2cc(C(F)F)n3ncc(C(=O)N4CCN5CCCC5C4)c3n2)cc1 (stereo unspecified),63.7
c1ccc2c(c1)OCC(c1nnc3sc(-c4ccc5c(c4)OCO5)nn13)O2 (stereo unspecified),70.4
Cc1cccn2c(=O)c3cc(C(=O)NCc4ccco4)c(=N)n(CCc4ccccc4)c3nc12,94.0
Cc1ccc(CC(=O)Nc2cccc(C)n2)cc1,93.6
CCOC(=O)C1=C(C)NC2=C(C(=O)C(C(=O)OCC)C(c3ccco3)C2)C1c1ccccn1 (stereo unspecified),92.4
Cn1ccnc1SCC(=O)c1ccc(Br)cc1,120.2
O=C(NC1(C(F)(F)F)NC(=O)N(CC2CCCCC2)C1=O)c1ccco1 (stereo unspecified),86.6
CCC(=O)N1CN(S(=O)(=O)c2ccc(C)cc2)CC1C (stereo unspecified),90.6
Cc1ccc(Cn2c(NC(=O)c3ccco3)nc3ccccc32)cc1,62.8
Cc1nc2cc(F)ccc2n1C1CCN(S(=O)(=O)c2ccccc2)CC1,82.0
O=C(CCS(=O)(=O)c1cccc2nonc12)N1CC(=O)N(CCc2ccccc2)C(=O)C1,82.6
CCOc1ccc(-c2c(C#N)c(N)nc3c2c(=O)n(C)c(=O)n3C)cc1OC,89.9
CCOC(=O)CCC(=O)Nc1ccc(S(=O)(=O)N2CCCC2)cc1,104.2
Cc1ccc(C)n1-c1cccc(N)c1,74.8
COc1ccc(S(=O)(=O)N(C)CC(=O)NCc2cccnc2)cc1C,92.0
COc1ccccc1-c1cc(C(F)(F)F)nc(N2CCOCC2)n1,110.3
Cn1cc(Cl)c(C(=O)Nc2cccc(Cl)c2Cl)n1,80.2
CCCNC(=O)N1CCN(S(=O)(=O)c2ccc(C)c(C)c2)CC1,91.8
Cc1ccc(S(=O)(=O)Nc2nc3ccccc3nc2NCc2ccco2)cc1C,94.4
CCCOc1ccc(C(=O)N2CCN(c3ccc(N)cc3Cl)CC2)cc1,84.3
OCc1nc2ccccc2n1C/C=C/c1ccccc1,79.4

# By substructure, the compounds so far containing a CF3 group (2)
SMILES,SKBR3 24h inh
O=C(NC1(C(F)(F)F)NC(=O)N(CC2CCCCC2)C1=O)c1ccco1 (stereo unspecified),86.6
COc1ccccc1-c1cc(C(F)(F)F)nc(N2CCOCC2)n1,110.3

# Going on with the list.
SMILES,SKBR3 24h inh
C[N+](C)(C)CCCCCCCCCC[N+](C)(C)C,85.8
COC(=O)c1ccccc1NC(=O)c1ccc2c(c1)OCCO2,108.2
N#CC1=C(SCC(=O)c2ccccc2)NC2=C(C(=O)CCC2)C1c1ccco1 (stereo unspecified),96.8
O=C(c1ccc(Cl)c(Cl)c1)N(Cc1ccco1)c1ccc(O)cc1,84.6
Cc1c(C)c2cc3c4c(oc3c(C)c2oc1=O)CCCC4,82.8
O=C(/C=N/O)NCc1ccncc1,106.1
CC1(C)CC(=O)C(C=NCCN2CCN(CCc3ccccc3)CC2)=C(O)C1,100.6
CCOC(=O)c1[nH]c(C)c(/C(O)=C2\C(=O)C(=O)N(CCCN(CC)CC)C2c2cccnc2)c1C (stereo unspecified),98.8
Cc1ccc2nc(C(F)(F)F)c(C#N)c(N)c2c1,105.3
CC(NC(=O)C1C(=O)N(CCO)C2(C)CC1c1ccccc1O2)c1ccccc1 (stereo unspecified),101.4
COc1ccc(S(=O)(=O)Nc2ccccn2)cc1OC,88.7
CC(=O)Nc1ccc(S(=O)(=O)N2CCC(NC(=O)c3ccco3)CC2)cc1,91.0
CC1(C)OC(=O)C(=CNc2ccc(F)cc2)C(=O)O1,85.4
OC(COc1ccc(C2C=CCC2)cc1)CN1CCCCC1 (stereo unspecified),83.2
COc1ccc(C(=O)Nc2ccccc2C(=O)NCCN2CCOCC2)cc1,90.4
C=CCN1C(c2ccc(OCC)cc2)=CS/C1=C(\C#N)c1nnc2n1CCCCC2,71.5
c1ccc(CSc2nnnn2-c2ccc3c(c2)OCCO3)nc1,108.0
CC(O)c1cc2c(cc1NC(=O)c1cnn3c1NC(c1ccco1)CC3C(F)(F)F)OCO2 (stereo unspecified),76.3
O=C(Cn1ccc2ccccc2c1=O)N1CCN(c2cccc(Cl)c2)CC1,91.0
CCOC(=O)CNC(=O)CSc1nnc(-c2cccc(OC)c2)n1CC,103.9
Cn1c(=O)oc2cc(C(=O)c3ccccc3)ccc21,97.0
O=c1c2c(n3nnnc3n1-c1ccccc1)-c1ccccc1CC21CCCC1,85.3
Cc1ccc2c(c1)N(CC(=O)OC(CC(C)C)C(=O)NC1CCCC1)C(=O)CO2 (stereo unspecified),83.7
CN=C1c2cc3c(Br)c(OC)ccc3n2CCN1C,71.9
O=C(c1ccc2c(c1)OCCO2)C1CCN(S(=O)(=O)c2ccccc2F)CC1,76.4
C=C(C)COc1ccc(-c2nc(N)ncc2Oc2ccc(OC)cc2)c(O)c1,97.3
Cc1cc(S(=O)(=O)N2CC(=O)N(CCc3ccccc3)C(=O)C2)ccc1F,74.8
O=C(NCCCN1CCCC1)Nc1cccc2ccccc12,97.5
CCOc1ccc(-n2cnnn2)cc1S(=O)(=O)Nc1c(C)cccc1C,83.6
COc1ccc(OC)c(C(=O)c2nc3c(n2O)CCCCC3)c1,87.8

# Three entries from above, arranged by SMILES length, rising:
SMILES,SKBR3 24h inh
CN=C1c2cc3c(Br)c(OC)ccc3n2CCN1C,71.9
COc1ccc(OC)c(C(=O)c2nc3c(n2O)CCCCC3)c1,87.8
O=c1c2c(n3nnnc3n1-c1ccccc1)-c1ccccc1CC21CCCC1,85.3

# Other compounds follow.
SMILES,SKBR3 24h inh
CCCOc1ccccc1C1CC(=O)NC2=C1C(=O)CCC2 (stereo unspecified),103.1
Cn1c(SCC(=O)Nc2ccc3c(c2)OCCO3)nnc1-c1ccccn1,91.0
CCSC1=NC(=O)/C(=C2/C=Cc3ccccc3N2CC)S1,92.1
Cn1c2ccccc2c2ncn(CCCN3CCOCC3)c(=O)c21,88.6
Cc1cc(C)c(C#N)c(SCc2ccc(C#N)cc2)n1,89.2
CC1(C)Cc2c(C#N)c(NCCc3ccccc3)nc(-c3ccco3)c2CO1,64.5
CC(C)c1ccc(NC(=O)C(c2ccc3c(c2)OCO3)N2CCN(C(=O)c3ccco3)CC2)cc1 (stereo unspecified),70.9
CCCS(=O)(=O)N1CCN(C(=O)CCC2CCCC2)CC1,140.8
Cc1cc(C)c2c(=O)[nH]n(C(C)C)c2n1,88.6
CC1CCCCC1NC(=O)CCS(=O)(=O)c1cccc2nonc12 (stereo unspecified),92.0
C1CCN(c2nc3nonc3nc2N2CCCC2)C1,56.8
COc1ccc(OC)c(S(=O)(=O)N2CCC(C(=O)NCc3ccccc3)CC2)c1,105.9
CCn1c(SCc2nc3ccccc3[nH]2)nnc1-c1cnccn1,80.0
Nc1ccc2c3c(cccc13)CC2,58.4
COc1ccc(OC)c(S(=O)(=O)Nc2ccccc2SC)c1,89.4
COc1cccc(/C(O)=C2/C(=O)C(=O)N(CCN(C)C)C2c2ccc(Br)cc2)c1 (stereo unspecified),84.8
Cc1cc(=O)[nH]c(SCC(=O)N2CCN(C(c3ccccc3)c3ccccc3)CC2)n1,95.8
O=S(=O)(NCC(O)COCc1ccco1)c1cccs1 (stereo unspecified),98.4
CC(C)(C)c1ccc(Cn2nnc3c(=O)[nH]c(C4CCN(C(=O)Cc5cccs5)CC4)nc32)cc1,79.2
CCOC(=O)N1CCC(NC(=O)C(Cc2ccccc2)NC(=O)c2ccco2)CC1 (stereo unspecified),81.9
CCC(=O)c1ccc(OCC(O)Cn2c(C)nc3ccccc32)cc1 (stereo unspecified),90.0
O=P(Cc1nnco1)(c1ccccc1)c1ccccc1,69.1
CCc1ccc(NS(=O)(=O)c2ccc3[nH]cc(C(=O)NCC4CCCO4)c(=O)c3c2)cc1 (stereo unspecified),98.3
c1coc(Cn2c(-c3ccco3)nc3ccccc32)c1,85.6
COc1ccc(C(=O)CSc2nnnn2Cc2ccccc2)cc1,80.6
Cc1cc(C)c(S(=O)(=O)n2nc(C)c(Br)c2C)c(C)c1,78.0
N=c1c(C(=O)NC2CCCCC2)cc2c(=O)n3ccccc3nc2n1CCN1CCOCC1,87.3
COCCOC(=O)c1c(C)nc(SCC(=O)Nc2ccc(OC)cc2)c(C#N)c1-c1ccco1,83.8
CCOC(=O)N1CCC2(O)CCCCC2C1c1ccc(F)cc1 (stereo unspecified),93.7
O=S(=O)(Nc1nc2ccccc2nc1NCc1ccco1)c1ccc(Cl)cc1,82.0
COc1ccc(-c2nnc(CSc3nc4ccccc4c(=O)n3CC(C)C)o2)cc1OC,74.8
O=C1CC(c2ccccc2)CC(O)=C1C=NCCN1CCOCC1 (stereo unspecified),86.6
Cc1cc(N2CCN(c3cccc(C(F)(F)F)c3)CC2)n2nc(C)nc2n1,73.1
Cc1ccc2cccc(NC(=O)C(F)(F)F)c2n1,100.2
O=C(COc1ccccc1F)c1ccc(O)cc1O,96.4
COC(=O)[C@H]1CCCN1C(=O)Nc1cccc(Oc2c(F)c(F)c(F)c(F)c2F)c1,106.6
Nc1c(C(=O)OCC2CCCO2)c2nc3ccccc3nc2n1-c1ccc2c(c1)OCCO2 (stereo unspecified),71.4
COc1cccc(CNCCOCCO)c1OC,106.8
CCn1c(=N)c(C(=O)NCc2cccnc2)cc2c(=O)n3cccc(C)c3nc21,100.1
Cn1c(Cc2ccccc2)nnc1SCCC(=O)Nc1ccccc1,104.5
Cn1nnnc1SCC(=O)NCCCc1ccccc1,88.3
COCCNC(=O)C(c1ccc(C)o1)N(C(=O)c1snc(C(N)=O)c1N)c1cccc(C)c1 (stereo unspecified),80.5
c1csc(Cn2nnnc2CN2CCN(c3nc4ccccc4s3)CC2)c1,83.0
CN(Cc1ccccc1)c1ncnc2ccc(Br)cc12,76.8
NS(=O)(=O)c1ccc(CCNc2nc(CN3CCOCC3)nc3sc4c(c23)CCC4)cc1,78.0
CCCCCn1c2nc3ccccc3nc2c2c(=O)n(CC3CCCO3)c(C)nc21 (stereo unspecified),88.2
Nc1nc(Nc2ccc(Cl)cc2Cl)nc(C(F)(F)F)n1,93.5
CCN1C(=O)c2ccc(C(=O)Nc3nccs3)cc2C1=O,93.7
CCC(O)c1cc2c(cc1NC(=O)c1ccc(C)cc1)OCCO2 (stereo unspecified),85.6
O=C(CN(C(=O)CNC(=O)c1ccco1)c1ccc2c(c1)OCO2)NC1CCCCC1,80.9

# Next part
SMILES,SKBR3 24h inh
COc1ccc(N2C(=O)CCC(C(=O)N3CCCCC3)C2c2ccc(F)cc2)cc1 (stereo unspecified),88.7
C=CCn1c(=N)n(CC(=O)OC)c2ccccc21,92.1
COc1ccccc1CNC(=O)Cn1nnc(-c2ccncc2)n1,91.1
C=CCn1c(Cc2cccs2)nnc1SCC(=O)Nc1ccc(OC)cc1,90.7
Cc1ccc(N2CC(C(=O)NCCCn3ccnc3)CC2=O)cc1 (stereo unspecified),95.4
O=C(Cc1cccs1)Nc1ccc(S(=O)(=O)Nc2ncccn2)cc1,104.1
COc1ccc(CCC(=O)N2CCc3ccccc32)cc1,100.0
O=C(Cn1nnc(-c2ccccc2F)n1)Nc1ccc(S(=O)(=O)NC2CCCC2)cc1,107.4
Cc1nc(SCC(=O)Nc2cc(C)on2)c2c(C)c(C)sc2n1,98.0
CC1(C)Cc2c(C#N)c(N3CCN(C(=O)c4ccccc4)CC3)nc(-c3ccco3)c2CS1,106.5
O=C(CCn1nnc2ccccc21)Nc1nnc(Cc2ccc(F)cc2)s1,84.8
COC(=O)CSc1ncnc2c1sc1nc(-c3ccco3)c3c(c12)CC(C)(C)OC3,88.9
O=C(NCC1CCCO1)C(C(=O)c1ccc(F)cc1)n1ccccc1=O (stereo unspecified),89.5
COc1ccc(S(=O)(=O)N2CC3C4C=CC(C4)C3C2)cc1 (stereo unspecified),84.4
COc1ccc(S(=O)(=O)N2CCCC(C(=O)NCCC3=CCCCC3)C2)cc1 (stereo unspecified),68.3
CCCOC(=O)c1ccc(OCC(O)CN2C(=O)NC(C)(C)C2=O)cc1 (stereo unspecified),91.3
Cc1ccccc1N1C(=O)c2sc3nc4c(c(=O)n3c2C1=O)CCC4,91.1
O=C(CCC1COc2ccccc2O1)NCc1ccco1 (stereo unspecified),104.5
O=C(CCN1CCN(c2ccccc2F)CC1)Nc1ccc2c(c1)OCO2,91.1
COc1ccc(-c2cnc(SCC(=O)Nc3ccc4c(c3)OCO4)n2Cc2ccco2)cc1,106.0
CC(c1ccccc1)N1C(=O)CC(Sc2ncccc2C(=O)O)C1=O (stereo unspecified),97.6
O=C(CSc1oc(-c2ccco2)nc1S(=O)(=O)c1ccc(F)cc1)NCC1CCCO1 (stereo unspecified),52.2

# Screening results: PubChem, SRMLSC

# This is a subset, so the mix of outcomes need not match the whole.
